# Source: PubChem
# CXCR6 block: inhibitors of human CXCR6 receptor; O00574; CHO-K1 PathHunter CXCR6 beta-arrestin, luminescence; inhibition, % at 20 µM; 360,000 compounds, 0.36% hits; in the data active = inhibition above about 34%, passing the limit was not always enough;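 also: antagonist mode with CXCL16 agonist at 10 nM final; 0% = 10 nM CXCL16 with DMSO and 100% = unstimulated wells without agonist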
# Target sequence (O00574 whole entry, looked up): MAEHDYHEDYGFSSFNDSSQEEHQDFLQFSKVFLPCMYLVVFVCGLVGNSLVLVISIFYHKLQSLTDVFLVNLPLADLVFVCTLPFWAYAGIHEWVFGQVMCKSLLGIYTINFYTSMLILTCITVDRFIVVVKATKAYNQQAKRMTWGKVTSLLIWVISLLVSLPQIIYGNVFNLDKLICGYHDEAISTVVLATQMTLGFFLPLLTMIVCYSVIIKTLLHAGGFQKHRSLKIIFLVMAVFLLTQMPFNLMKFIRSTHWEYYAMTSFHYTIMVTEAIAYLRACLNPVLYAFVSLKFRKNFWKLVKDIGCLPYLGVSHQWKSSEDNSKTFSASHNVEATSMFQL
# CCR6 antag: antagonists of human CCR6 receptor; P51684; CHO-K1 CCR6 PathHunter beta-arrestin, luminescence, CCL20-stimulated; inhibition, % at 20 µM; 340,000 compounds, 0.49% hits;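 active = compounds whose inhibition of the agonist-driven luminescence signal at 20 µM reaches about 50%, limit read from the data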;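 also: cells stimulated with CCL20 at 14 nM final; plate controls were DMSO with CCL20 for no effect and DMSO without agonist for full effect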
# Jurkat NFkB inh: lowers PMA/ionomycin-induced NF-kB signal in Jurkat cells. PMA/ionomycin-induced NF-kB luciferase reporter, luminescence. inhibition, % at 4 µM. 330,000 compounds, 0.53% hits. AID 435003; in the data active = inhibition above about 50%
# APJ antag: antagonists of human APJ apelin receptor | P35414 | CHO-K1 APJ beta-arrestin complementation, luminescence | inhibition, % at 20 µM | 330,000 compounds, 0.32% hits | AID 2521;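 active = inhibition above about 40% at 20 µM, limit read from the data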;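 also: cells challenged with 10 nM apelin-13 agonist together with compound; plate controls were apelin-13 plus DMSO wells for no effect and DMSO wells lacking apelin-13 for full effect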
# 697 NFkB inh: inhibitors of the PMA/ionomycin-induced NF-kB reporter in 697 B cells; 697 B-cell NF-kB luciferase reporter, 16 h; inhibition, % at 4 µM; 330,000 compounds, 0.33% hits; in the data active = inhibition above about 35%
# Gli-Sufu antag: blocks Gli-Sufu signaling in a luciferase reporter; inhibition, % at 5 µM; Sufu-KO-LIGHT fibroblasts, Gli luciferase reporter luminescence; 340,000 compounds, 0.74% hits;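 active = inhibition above about 55%, limit read from the data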;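 also: 0% = DMSO-treated cells and 100% = wells with medium but no cells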
# UBC13 inh: blocks human UBC13 polyubiquitin chain formation; P61088; TR-FRET; inhibition, % at 20 µM; 330,000 compounds, 0.47% hits; in the data active = inhibition above about 45%, passing the limit was not always enough; inconclusive = no clear call, values can overlap the other calls
# Target sequence (P61088 whole entry, looked up): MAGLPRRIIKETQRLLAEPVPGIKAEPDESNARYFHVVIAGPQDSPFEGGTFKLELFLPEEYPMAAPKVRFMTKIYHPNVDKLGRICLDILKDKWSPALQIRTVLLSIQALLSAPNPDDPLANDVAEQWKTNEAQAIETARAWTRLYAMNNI
# EBI2 antag: antagonists of human EBI2 receptor; P32249; EBI2 beta-arrestin recruitment, luminescence, 7a,25-OHC stimulated; inhibition, % at 5 µM; 360,000 compounds, 0.81% hits; AID 651636; in the data active = inhibition above about 38%;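 also: enzyme fragment complementation signal reports receptor beta-arrestin coupling in cells; 0% = agonist plus DMSO wells and 100% = wells without agonist; some results beyond the cut were filed as inactive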
# Target sequence (P32249 whole entry, looked up, the tested form may be a part): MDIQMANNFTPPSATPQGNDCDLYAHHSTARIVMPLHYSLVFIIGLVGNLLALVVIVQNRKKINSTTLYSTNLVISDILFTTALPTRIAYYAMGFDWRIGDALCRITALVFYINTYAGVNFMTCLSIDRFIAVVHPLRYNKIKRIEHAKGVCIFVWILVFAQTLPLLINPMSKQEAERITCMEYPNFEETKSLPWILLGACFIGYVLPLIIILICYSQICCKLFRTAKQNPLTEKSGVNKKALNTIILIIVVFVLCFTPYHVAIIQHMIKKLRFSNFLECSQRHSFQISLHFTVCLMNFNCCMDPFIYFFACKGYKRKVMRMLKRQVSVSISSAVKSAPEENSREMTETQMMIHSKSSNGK
# * hit, by the source's call; u = inconclusive; x = no result given. Hits appear at their usual frequency (roughly 3% active in at least one column).
Structure,Gli-Sufu antag,CXCR6 block,Jurkat NFkB inh,CCR6 antag,APJ antag,697 NFkB inh,EBI2 antag,UBC13 inh
COc1ccc(NC(=S)N(CCN2CCCCC2)Cc2ccco2)cc1,7,-4,8,-5,0,2,6,2
COc1ccc(C(=O)N/N=C/c2c(C)[nH]c(=O)[nH]c2=O)cc1,5,-2,-6,-3,-39,2,-13,10
Cc1ccc(-n2cc(-c3ccc([N+](=O)[O-])cc3)[nH]c2=S)c(C)c1,-10,-3,-19,-6,-30,-44,0,-11
O=C1N[C@@H](Cc2c[nH]c3ccccc23)C(=O)N[C@H]1Cc1ccccc1,-2,-2,x,-6,x,x,1,x
CCCSc1nc2c(c(=O)[nH]c(=O)n2C)n1C,-5,-5,11,-11,6,8,1,2
COc1cc(O)c(C(=O)O)c(CCc2ccccc2)c1,6,-4,x,11,x,10,2,x
CNCC[C@H](Oc1cccc2ccccc12)c1cccs1,9,1,-2,13,-5,10,-7,18
O=C(c1ccc(N2CCN(C(=O)c3ccccc3)CC2)cc1)c1cccc(F)c1,32,-10,10,4,8,3,14,24
CSc1nc(C)c(CCO)c(=O)[nH]1,3,-10,-4,10,13,13,-4,5
O=S(=O)(c1ccccc1)N(CC(O)Cn1c2ccccc2c2ccccc21)c1ccccc1 (stereo not drawn),4,0,-5,-2,-4,-1,10,6
COc1cccc(-c2cc(-c3cccnc3)c(C#N)c(N)n2)c1,-1,0,-6,0,2,4,18,26
CC1CN(C(=O)CCC(=O)NCc2ccccc2)c2ccccc2O1 (stereo not drawn),1,6,-11,-2,6,-18,2,-9
Cc1cccc(C(=O)N[C@H](C(=O)Nc2ccc(C)c(S(=O)(=O)N(C)C)c2)C(C)C)c1,25,-2,21,1,-5,1,-4,-6
c1ccc(Cn2ncc3c(N4CCN(C(c5ccccc5)c5ccccc5)CC4)ncnc32)cc1,15,5,12,29,13,-13,14,1
CC1(C)CC(=O)c2c(nc3ccccc3c2N)C1,4,-17,-3,-3,24,9,-2,7
COc1cnn(-c2ccc(C)cc2)c(=O)c1Cl,-32,2,-29,12,-8,-14,-3,1
c1ccc2c(c1)c1c3n2CCNC3CCC1 (stereo not drawn),2,1,-12,-6,1,-19,-11,1
COc1ccc(Br)c(C(=O)NCCC(C)C)c1,0,2,-5,2,4,-20,-19,-1
CCOC(=O)C1=C(C)N=C2SC(C(=O)OC)=CC(=O)N2C1c1cccc(OC)c1 (stereo not drawn),-5,0,-2,9,-3,9,12,5
Cc1ccc(CNC(=O)c2cc(C3CC3)nc3c2cnn3C(C)C)cc1,-9,2,9,19,-8,-1,13,-2
COc1cccc2cc(NC(=O)C3CCCCC3)c(=O)oc12,-76,4,-123,-6,1,-52,28,7
CSc1nc(Oc2ccc(=O)n(C)n2)nc(N(C)C)n1,0,1,-6,-5,6,20,-5,8
Cc1ccc(S(=O)(=O)NC(Cc2ccc(Cl)cc2)C(=O)O)cc1 (stereo not drawn),1,2,-2,3,22,-1,-14,-2
COc1cc(CNC2CCCC2)c(Br)cc1OCc1ccccc1,43,7,-2,2,8,-13,-16,24
CC1CCCCN1C(=O)c1cc(S(=O)(=O)N2CCCCC2)c[nH]1 (stereo not drawn),0,-4,-3,-8,-45,1,-5,u
Cc1cccc(Cn2ccc(NC(=O)c3cccnc3)n2)c1,-9,4,16,8,-12,6,-3,2
COc1cc(CC(=O)Nc2ncc(C)s2)cc(OC)c1OC,-15,-2,7,-14,13,4,0,2
CCc1ccc(OCC(=O)NCCOc2ccccc2)cc1,20,5,-4,5,11,9,5,4
CCN(CC(=O)Nc1cc(Cl)ccc1C)C(=O)CCS(=O)(=O)c1ccc(C)cc1,6,3,18,10,17,22,-9,3
CCn1c(C)cc(C(=O)CN2C(=O)c3ccccc3S2(=O)=O)c1C,64*,0,69*,1,-2,20,-10,-10

# At a glance, part of the list above:
Structure,Gli-Sufu antag,CXCR6 block,Jurkat NFkB inh,CCR6 antag,APJ antag,697 NFkB inh,EBI2 antag,UBC13 inh
c1ccc(Cn2ncc3c(N4CCN(C(c5ccccc5)c5ccccc5)CC4)ncnc32)cc1,15,5,12,29,13,-13,14,1
CC1(C)CC(=O)c2c(nc3ccccc3c2N)C1,4,-17,-3,-3,24,9,-2,7
COc1cnn(-c2ccc(C)cc2)c(=O)c1Cl,-32,2,-29,12,-8,-14,-3,1
c1ccc2c(c1)c1c3n2CCNC3CCC1 (stereo not drawn),2,1,-12,-6,1,-19,-11,1
COc1ccc(Br)c(C(=O)NCCC(C)C)c1,0,2,-5,2,4,-20,-19,-1
CCOC(=O)C1=C(C)N=C2SC(C(=O)OC)=CC(=O)N2C1c1cccc(OC)c1 (stereo not drawn),-5,0,-2,9,-3,9,12,5
Cc1ccc(CNC(=O)c2cc(C3CC3)nc3c2cnn3C(C)C)cc1,-9,2,9,19,-8,-1,13,-2
COc1cccc2cc(NC(=O)C3CCCCC3)c(=O)oc12,-76,4,-123,-6,1,-52,28,7
CSc1nc(Oc2ccc(=O)n(C)n2)nc(N(C)C)n1,0,1,-6,-5,6,20,-5,8
Cc1ccc(S(=O)(=O)NC(Cc2ccc(Cl)cc2)C(=O)O)cc1 (stereo not drawn),1,2,-2,3,22,-1,-14,-2
COc1cc(CNC2CCCC2)c(Br)cc1OCc1ccccc1,43,7,-2,2,8,-13,-16,24
CC1CCCCN1C(=O)c1cc(S(=O)(=O)N2CCCCC2)c[nH]1 (stereo not drawn),0,-4,-3,-8,-45,1,-5,u
Cc1cccc(Cn2ccc(NC(=O)c3cccnc3)n2)c1,-9,4,16,8,-12,6,-3,2
COc1cc(CC(=O)Nc2ncc(C)s2)cc(OC)c1OC,-15,-2,7,-14,13,4,0,2
CCc1ccc(OCC(=O)NCCOc2ccccc2)cc1,20,5,-4,5,11,9,5,4
CCN(CC(=O)Nc1cc(Cl)ccc1C)C(=O)CCS(=O)(=O)c1ccc(C)cc1,6,3,18,10,17,22,-9,3
CCn1c(C)cc(C(=O)CN2C(=O)c3ccccc3S2(=O)=O)c1C,64*,0,69*,1,-2,20,-10,-10

# Going on with the list:
Structure,Gli-Sufu antag,CXCR6 block,Jurkat NFkB inh,CCR6 antag,APJ antag,697 NFkB inh,EBI2 antag,UBC13 inh
Cn1c(SCC(=O)Nc2ccccc2)nnc1-c1ccc2nonc2c1,-3,4,0,12,11,7,0,7
Cc1ccc(C)c(N(C(=O)Cn2nnc3ccccc32)C(C(=O)NCc2ccco2)c2ccncc2)c1 (stereo not drawn),8,-1,-20,-2,12,-29,-4,-11
COc1cc(/C=N/NC(=O)CCC(=O)Nc2ccc(Br)cc2)ccc1O,4,-2,3,5,-1,-2,-5,5
O=C(c1noc2c1CCCC2)N1CCN(Cc2ccccc2)CC1,-13,-5,-7,5,-16,-6,-1,-3
C[C@H]1COC(=O)[C@@H](Cc2ccc(F)cc2)C/C=C\C[C@@H](CC(=O)NCCO)C(=O)N1,-11,-7,-9,2,3,24,0,6
O=C(Nc1ccc(S(=O)(=O)N2CCN(c3ccccc3)CC2)cc1)c1cccs1,1,1,9,9,-15,4,11,0
CC(=O)C1=C(C)Nc2ncnn2C1c1cccc(Br)c1 (stereo not drawn),4,-6,-27,6,-6,-26,4,0
O=c1c(Cc2ccccc2O)c(O)nc2n1CCCS2,-2,9,-1,9,6,26,1,-2
CCCCSc1nc(C)cc(NC(=S)Nc2ccc(OC)cc2)n1,9,11,1,22,12,0,22,3
COc1ccc(Cc2nnc(NC(=O)c3ccc(Cl)c([N+](=O)[O-])c3)s2)cc1,6,3,-4,14,6,-26,1,-20
Cc1ccc(NC(=O)NC(=O)N(c2ccccc2)S(C)(=O)=O)cc1,-11,-1,-50,14,-4,-35,1,6
Cc1cc(OCC(=O)NNC(=O)c2ccncc2)ccc1C(C)C,-3,-1,16,3,10,13,-10,0
O=C(Nc1ccc(N2CCCC(O)C2)cc1)c1snc2c(=O)[nH]cnc12 (stereo not drawn),-5,4,1,26,21,-7,-1,-31
COc1ccc(CC(=O)Nc2ccc(S(=O)(=O)Nc3nc(C)cc(C)n3)cc2)cc1,-1,-6,9,-8,18,13,0,13
Cc1ccc(SCC(=O)NN2C(=O)c3ccccc3C2=O)cc1,-4,-11,-14,2,13,7,-21,6
Cc1cccc(Nc2ncnc(N)n2)c1,-5,-4,-36,0,-14,18,-5,3
CNC(=O)c1ccsc1NC(=O)CCS(=O)(=O)c1ccc(F)cc1,-4,-6,12,6,5,3,-17,2
O=C(O)CN(Cc1ccccc1)S(=O)(=O)c1ccc2c(c1)OCCO2,-2,-5,6,13,4,-1,12,2
Cc1cc(C)n(CC(=O)Nc2cccc(C(F)(F)F)c2)n1,-3,-2,0,5,13,6,-4,6
COc1ccc(NC(=O)c2ccc3[nH]c(=O)c(=O)[nH]c3c2)c(OC)c1,4,-3,-2,-3,-12,17,8,-4
COc1cc(CCC(=O)NCc2ccc(S(N)(=O)=O)cc2)cc(OC)c1OC,-2,2,-25,6,5,-29,-2,-2
COCCCNS(=O)(=O)c1cccc(S(=O)(=O)c2cccc(S(=O)(=O)NCCCOC)c2)c1,5,-7,-4,9,14,5,0,2
COc1ccc(C(CC(=O)O)NC(=O)Cc2ccccc2)cc1OC (stereo not drawn),4,-4,0,7,-11,21,-8,4
COc1ccc2[nH]c3c(=O)n(N)c(C)nc3c2c1,-13,4,-16,-7,1,-10,0,6
CC(=O)c1c(C)[nH]c(C(=O)OCc2c(F)cccc2Cl)c1C,20,-6,11,-3,-16,-2,-12,5
O=C(NCc1ccc(C(F)(F)F)cc1)C1CC(c2ccc(C(F)(F)F)cc2)=NO1 (stereo not drawn),13,-5,20,2,-13,23,1,-1
O=C(CO/N=C/c1cccc([N+](=O)[O-])c1)Nc1ccc2ccccc2c1,-8,-8,-21,3,13,-5,-8,-1
C[C@@H]1CN([C@H](C)CO)C(=O)c2cc(NC(=O)C3CCCCC3)ccc2O[C@@H]1CN(C)Cc1ccc(C(F)(F)F)cc1,-22,8,2,4,8,5,-7,13
S=C(NCc1ccc(Cl)cc1)Nc1ccncc1,63*,-18,31,-4,-65,-42,-3,7
Cc1n[nH]c(C)c1CCNC(=O)C1CCC(=O)N(CCc2cccc(F)c2)C1 (stereo not drawn),-26,-4,-4,9,1,-2,3,-8
O=C(NCCN1CCOCC1)c1ccccc1N1C(=O)[C@@H]2Cc3c([nH]c4ccccc34)C(c3ccccc3)N2C1=O (stereo partly drawn),-3,3,7,29,-25,4,7,6
O=C(Nc1ccc(SC(F)(F)F)cc1)c1ccccn1,-94,-12,-180,6,-6,-263,2,5
COc1ccc(S(=O)(=O)N(CC(=O)NCc2ccccn2)Cc2ccccc2)cc1,28,-11,-6,10,-30,1,8,-1
N=c1n(CC(=O)c2ccc(Br)s2)c2ccccc2n1Cc1ccccc1,-3,0,14,-10,11,-16,2,18
CS(=O)(=O)c1ccc(-c2sc3cc4c(cc3c2C(=O)NN2CCOCC2)OCO4)cc1,-6,-4,6,-1,3,-1,-18,31
COc1ccc(NC(=O)[C@@H]2CC=C[C@@H]3CCN(Cc4ccc(Cl)c(Cl)c4)C(=O)[C@@H]32)cc1,-9,4,17,17,15,6,9,16
CC(C)CN1CCC(CNC(=O)CCc2nnc(Cc3c[nH]c4ccccc34)o2)CC1,-6,4,-4,-9,2,-12,2,-5
O=C(NCc1ccc(N2CCCC2=O)cc1)Nc1cccc2ccccc12,5,-1,6,5,2,1,-7,6
